HRas wt GTP bind: human HRas wildtype GTP binding, change in either direction; GST-Ras wt beads, Bodipy-FL-GTP binding, flow cytometry; actives lie on both sides; GTP binding activity, % at 10 µM; 0.14% of 190,000 active;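 active means GTP binding activity at least 20% away from the 100% baseline, either lowered as inhibitor or raised as activator; inconclusive means flagged as likely green fluorescent, judged across all proteins in the well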;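 further: 0% = unlabeled GTP competition control and 100% = no-compound control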
Target sequence (P01112 whole entry, looked up): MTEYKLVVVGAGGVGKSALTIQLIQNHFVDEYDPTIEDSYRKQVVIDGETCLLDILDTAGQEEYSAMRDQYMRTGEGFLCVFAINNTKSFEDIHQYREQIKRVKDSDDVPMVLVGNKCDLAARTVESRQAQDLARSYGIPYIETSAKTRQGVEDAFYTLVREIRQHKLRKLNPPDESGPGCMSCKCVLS
ABCG2 block: inhibitors of human ABCG2 transporter, ABCB1 counter-screen | Q9UNQ0 | IgMXP3 cells, JC-1 efflux, flow cytometry | inhibition, % at 6.6 µM | 0.1% of 190,000 active | AID 1325;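 active means inhibition above 80%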;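 further: 0% = DMSO and 100% = nicardipine control wells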
Target sequence (Q9UNQ0 whole entry, looked up): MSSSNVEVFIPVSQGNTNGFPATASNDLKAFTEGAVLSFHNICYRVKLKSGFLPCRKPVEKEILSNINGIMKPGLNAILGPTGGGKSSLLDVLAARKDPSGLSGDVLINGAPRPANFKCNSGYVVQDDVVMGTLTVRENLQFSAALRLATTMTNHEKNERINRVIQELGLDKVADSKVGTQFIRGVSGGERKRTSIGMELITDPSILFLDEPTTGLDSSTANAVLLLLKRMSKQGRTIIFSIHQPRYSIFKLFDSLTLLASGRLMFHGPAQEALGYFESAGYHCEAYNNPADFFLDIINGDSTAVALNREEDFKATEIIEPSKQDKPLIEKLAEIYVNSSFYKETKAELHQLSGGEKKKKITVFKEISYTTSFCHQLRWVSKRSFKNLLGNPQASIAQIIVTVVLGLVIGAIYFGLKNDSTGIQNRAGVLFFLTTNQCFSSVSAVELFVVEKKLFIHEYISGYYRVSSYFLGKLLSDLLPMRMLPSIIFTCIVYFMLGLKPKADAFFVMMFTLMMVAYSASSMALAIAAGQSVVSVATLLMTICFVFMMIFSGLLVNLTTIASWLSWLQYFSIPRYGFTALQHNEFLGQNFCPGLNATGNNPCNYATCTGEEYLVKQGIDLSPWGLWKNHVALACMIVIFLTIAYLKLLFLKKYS
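Test system: ABCG2 IgMXP3 and barcoded ABCB1 CCRF-Adr cell mix; Schedule: cells with compound and JC-1, 10 min at 25 °C, rotating, no wash; Technique: flow cytometry of retained JC-1 fluorescence; Measure: % inhibition of efflux relative to nicardipine and DMSO; Controls: nicardipine high and DMSO low controls.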
Rab7 wt GTP bind: dog Rab7 wildtype GTP binding, inhibitors and activators; GST-Rab7 beads, fluorescent GTP binding, flow cytometry; actives lie on both sides; untreated = 100%, excess cold GTP = 0%; GTP binding activity (percent of control), % at 10 µM; 0.055% of 190,000 active;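 active means fluorescent GTP binding to Rab7 beads changed by at least 20 points from the 100% baseline, either direction, mostly lower; inconclusive means compound itself probably fluorescent, or too few beads counted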;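 further: median green fluorescence of bound Bodipy-FL-GTP per Rab7 bead population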
Pf gametocyte: kills late stage P. falciparum gametocytes; P. falciparum stage V gametocytes, ATP luminescence, 24 h; AID 743093; inhibition, % at 10.9 µM; 0.065% of 150,000 active;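 active means inhibition above the mean plus 3 SD of compounds within the control limits, set per campaign, cut at about 38% in these data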;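 further: 0% = DMSO wells and 100% = medium only without gametocytes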
Cdc42 wt: modulators (inhibitors or activators) of GTP binding to human Cdc42 wildtype. P60953. GST-Cdc42 beads, Bodipy-GTP binding, flow cytometry; actives lie on both sides. percent activity (GTP binding), % at 10 µM. 0.2% of 190,000 active;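 active means percent activity GTP binding at least 20 points away from the 100% baseline, either down as inhibitor or up as activator; inconclusive means compound flagged as likely green fluorescent from well-wide comparison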;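 further: median bead fluorescence of bound Bodipy-FL-GTP at 100 nM; 0% = excess unlabeled GTP control and 100% = no compound control; below 100% means less GTP binding so inhibitor and above means activator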
Target sequence (P60953 whole entry, looked up): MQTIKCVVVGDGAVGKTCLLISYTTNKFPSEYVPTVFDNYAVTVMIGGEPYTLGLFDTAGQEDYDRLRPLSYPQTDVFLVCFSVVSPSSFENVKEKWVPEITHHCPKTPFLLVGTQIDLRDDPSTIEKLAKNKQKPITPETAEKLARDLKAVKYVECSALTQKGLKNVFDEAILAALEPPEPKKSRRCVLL
Rab2 wt GTP: changes GTP binding to wildtype dog Rab2A, up or down. GTP binding activity, % at 10 µM. AID 760. 0.19% of 190,000 active. GST-Rab2 wt beads, Bodipy-GTP binding, flow cytometry;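 active means GTP binding activity at least 20 points away from 100%, either lowered or raised; inconclusive means signal likely due to the compound's own green fluorescence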;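 further: 0% = beads with excess unlabeled GTP and 100% = no-compound control corrected for plate trend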
ABCB1 inh: human ABCB1 inhibition, ABCG2 as counter-screen. CCRF-Adr cells, JC-1 efflux, flow cytometry. inhibition, % at 6.6 µM. 0.067% of 190,000 active. AID 1326; in the data active means inhibition above about 40%;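 further: 0% = vehicle and 100% = reference inhibitor; higher value means more JC-1 retained so stronger ABCB1 efflux block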
Avidin fluor: compound fluoresces at 488/530 nm on avidin beads; compound fluorescence 488/530 nm, flow cytometry; hits give high values; fluorescence (KMESF) at 10 µM; 0.38% of 220,000 active; in the data active means fluorescence above about 47; further: inactives centre near 10
Rac1 act GTP bind: human Rac1 activated mutant GTP binding change. 0.11% of 190,000 active. GST-Rac1 activated beads, fluorescent GTP binding, flow cytometry; actives lie on both sides; 100% means binding = to untreated wells. AID 764. percent activity (GTP binding), % at 10 µM;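 active means GTP binding at least 20 percentage points away from the 100% baseline, in either direction, so actives lie on both sides; inconclusive means Compound likely fluorescent itself, or too few beads counted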
GSH fluor: GSH bead compound fluorescence profile; GSH beads flow cytometry, compound fluorescence 488/530 nm; hits give high values; fluorescence (KMESF) at 10 µM; 0.25% of 190,000 active; in the data active means fluorescence above about 89;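 further: glutathione beads carrying GST-tagged Bcl family fusion proteins plus one bare bead set; values are compound well signal with DMSO vehicle wells as background; inactives centre near 16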
Rac1 wt modul: alters GTP binding to wildtype human Rac1; P63000; GST-Rac1 beads, fluorescent GTP binding, flow cytometry; actives lie on both sides; 0 = cold GTP competed, 100 = untreated; GTP binding activity (% of control), % at 10 µM; 0.27% of 190,000 active; AID 757;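 active means GTP binding activity at least 20 points away from the 100% control level, either lower or higher; inconclusive means compound flagged as likely green fluorescent, judged across all proteins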
* hit, by the source's call; ? = inconclusive; . = no result given.

SMILES	HRas wt GTP bind	ABCG2 block	Rab7 wt GTP bind	Pf gametocyte	Cdc42 wt	Rab2 wt GTP	ABCB1 inh	Avidin fluor	Rac1 act GTP bind	GSH fluor	Rac1 wt modul
O=C(Nc1ccccc1C(=O)N1CCCC1)C1CCN(c2ncccn2)CC1	103.0	0.0	106.0	2.5	107.0	102.0	0.0	30	100.0	14	111.0
Cc1cc(C(=O)N/N=C2\CCCC(=O)C2)c(C)n1-c1ccccc1	98.0	5.0	96.0	.	103.0	97.0	0.5	9	103.0	11	107.0
O=C(c1ccccc1)c1nn(-c2ccccc2)c2nnc(Cc3ccccc3)c(=O)n12	101.0	3.1	99.0	8.2	99.0	102.0	8.8	4	99.0	14	107.0
CCN(CC)C(=O)c1cc(-c2ccc(Br)cc2)on1	103.0	23.2	102.0	.	107.0	104.0	0.0	20	101.0	24	106.0
COc1ccc2occ(C(=O)c3ccc(N=C(C)N(C)C)cc3)c2c1	101.0	19.6	103.0	.	102.0	102.0	0.5	35	100.0	11	105.0
CC(=O)Nc1cc(C(F)(F)F)ccc1OCC1CCCO1 (stereo not given)	100.0	54.3	98.0	-8.0	100.0	98.0	1.9	37	99.0	27	101.0
CCOC(=O)N1CCC(N2Cc3cccc(C(=O)N4CC(C)CC(C)C4)c3C2=O)CC1 (stereo not given)	101.0	-6.3	100.0	4.5	103.0	102.0	-3.2	12	99.0	22	104.0
Cc1cc(-c2nc3ncccc3o2)ccc1NC(=S)NC(=O)C(C)C	98.0	13.3	103.0	-5.1	99.0	97.0	1.1	9	98.0	16	102.0
COC(=O)CCN(C(=O)c1cccc(OC(C)=O)c1)c1ccccn1	100.0	0.4	102.0	.	100.0	100.0	0.1	4	98.0	34	102.0
COc1ccc(N2CCN(S(=O)(=O)c3ccc4c(c3)OCCO4)CC2)cc1	98.0	1.4	106.0	10.3	100.0	100.0	-0.1	9	96.0	19	99.0
CCOC(=O)N1CCC(NC(=O)c2cc3c(=O)n(C)c4ccccc4c3n2C)CC1	100.0	0.5	97.0	.	100.0	99.0	3.2	7	97.0	22	102.0
COc1ccc(S(=O)(=O)N(C(C)=O)c2ccc3oc(=O)sc3c2)cc1	103.0	-26.5	105.0	-3.6	101.0	102.0	-1.0	13	96.0	32	105.0
C/C(=N/OC(=O)c1ccc(C)cc1)c1ccc(N2C(=O)C3CCCCC3C2=O)cc1 (stereo not given)	?	70.6	?	0.4	?	?	2.2	13	?	32	?
CCCCNC(=O)Nc1ccon1	98.0	0.6	94.0	.	98.0	99.0	0.2	3	98.0	23	98.0
N#Cc1ccccc1Sc1ccccc1C(=O)OCC(=O)NC1CCCCC1	97.0	1.9	96.0	.	97.0	96.0	0.8	5	95.0	11	103.0
Nc1nc(CSc2nnnn2-c2ccc(Cl)cc2)nc(N2CCOCC2)n1	104.0	6.3	100.0	.	107.0	104.0	1.5	5	104.0	20	104.0
Cc1ccc(-c2csc(N/N=C/c3ccco3)n2)cc1	101.0	-0.6	99.0	.	98.0	98.0	-0.4	32	97.0	8	96.0
COc1cc(N/N=C(\C)c2ccc(N)cc2)nc(-c2ccccc2)n1	98.0	1.0	100.0	5.5	94.0	98.0	0.0	23	95.0	12	97.0
CCOc1cc2[nH]c(=S)n(CCN3CCC(C)CC3)c(=O)c2cc1OCC	102.0	7.4	105.0	-11.3	102.0	106.0	0.6	13	103.0	15	105.0
C/C(=N\NC(=O)Cn1c(-c2ccccn2)nc2ccccc21)c1cccc(O)c1	99.0	3.9	102.0	0.1	99.0	99.0	1.2	11	96.0	11	102.0
O=C(CN(C(=O)c1ccc(Cl)cc1)N1C(=O)C2CCCCC2C1=O)c1ccc(Cl)cc1 (stereo not given)	96.0	1.1	90.0	.	96.0	93.0	0.4	34	93.0	15	93.0
CCCCNC(=S)N/N=C/c1cc(C)ccc1C	98.0	4.7	97.0	-5.9	99.0	100.0	0.0	6	99.0	9	102.0
N=c1sccn1CC(=O)NCCc1ccc(Cl)cc1Cl	101.0	3.2	100.0	.	103.0	100.0	1.1	4	99.0	14	105.0
CC(NC(=O)COc1ccc(-c2nnco2)cc1)c1ccc(Cl)cc1Cl (stereo not given)	100.0	26.4	102.0	-6.0	102.0	101.0	0.5	25	100.0	12	105.0

Compounds from the list above containing a furan ring, fused or not:
SMILES	HRas wt GTP bind	ABCG2 block	Rab7 wt GTP bind	Pf gametocyte	Cdc42 wt	Rab2 wt GTP	ABCB1 inh	Avidin fluor	Rac1 act GTP bind	GSH fluor	Rac1 wt modul
COc1ccc2occ(C(=O)c3ccc(N=C(C)N(C)C)cc3)c2c1	101.0	19.6	103.0	.	102.0	102.0	0.5	35	100.0	11	105.0
Cc1ccc(-c2csc(N/N=C/c3ccco3)n2)cc1	101.0	-0.6	99.0	.	98.0	98.0	-0.4	32	97.0	8	96.0

Next entries follow.
SMILES	HRas wt GTP bind	ABCG2 block	Rab7 wt GTP bind	Pf gametocyte	Cdc42 wt	Rab2 wt GTP	ABCB1 inh	Avidin fluor	Rac1 act GTP bind	GSH fluor	Rac1 wt modul
CN(C)c1ccc(-c2nnn(CC(=O)N3c4ccccc4CCc4ccccc43)n2)cc1	98.0	17.4	98.0	-8.8	98.0	96.0	1.6	9	94.0	55	96.0
COc1ccc(-c2csc(NCc3ccco3)n2)cc1C	102.0	2.0	106.0	.	104.0	101.0	0.4	11	101.0	11	103.0
Cc1sc2ncnc(OCC(=O)N3CCN(C(=O)c4ccco4)CC3)c2c1C	92.0	0.3	93.0	-15.3	95.0	94.0	0.1	26	97.0	22	99.0
O=C(OCC(=O)N1CCCC1)c1c2c(nc3ccccc13)CCCCC2	100.0	7.6	104.0	6.4	95.0	98.0	2.4	25	98.0	16	100.0
O=c1c(C=Nc2ccc(Cl)cc2)c[nH]n1-c1cccc(Cl)n1	98.0	0.6	97.0	.	99.0	98.0	0.1	6	96.0	9	100.0
O=C(Cn1cc(C(F)(F)F)ccc1=O)N/N=C/c1cccc(Cl)c1	95.0	4.4	98.0	5.6	99.0	94.0	1.5	5	98.0	18	99.0
COc1ccc(/C=C/c2nc(N)nc(-c3ccccc3O)n2)cc1	100.0	11.9	102.0	14.3	104.0	99.0	0.5	15	101.0	20	103.0
COCc1cc(=O)n2[nH]c(-c3ccc(C)cc3)cc2n1	97.0	44.2	102.0	.	97.0	97.0	0.9	15	95.0	26	97.0
COc1ccc(N2CCN(C(c3cccs3)C(C)NS(=O)(=O)c3ccccc3)CC2)cc1 (stereo not given)	99.0	15.8	100.0	-3.7	101.0	99.0	3.6	13	99.0	28	104.0
Cc1ccc(C)c(OCC(=O)Nc2ccc3c(c2)OCO3)c1	100.0	56.0	104.0	.	98.0	99.0	0.2	13	98.0	28	103.0
CCOC(=O)c1ccccc1NC(=O)CSc1nnc(COc2ccccc2C)n1C	102.0	-1.2	100.0	18.7	101.0	102.0	0.1	12	99.0	14	107.0
COc1cccc(Cn2cnc3c(NS(=O)(=O)c4ccc(Cl)cc4Cl)c(C)c(C)cc32)c1	100.0	5.9	98.0	.	103.0	98.0	1.4	31	99.0	15	99.0
O=C(COc1ccc(-n2cnnn2)cc1)NC(=O)NCc1ccccc1	94.0	6.0	94.0	.	95.0	95.0	0.7	17	95.0	8	93.0
O=C1Nc2cc(Cl)c(Cl)cc2N(O)N1c1cc(Cl)cc(Cl)c1	92.0	1.7	89.0	.	88.0	88.0	0.4	34	85.0	8	88.0
N#Cc1nc(COc2ccc(F)cc2)oc1N1CCCCC1	97.0	6.9	95.0	18.4	97.0	96.0	-0.1	10	92.0	13	100.0
COc1ccc(Cc2nnc(NC(=O)c3ccco3)s2)cc1	?	1.3	?	.	?	?	0.4	11	?	12	?
C/C(=N\NC(=O)CNc1ccc(F)cc1)c1cc2ccccc2o1	98.0	0.5	100.0	-3.7	97.0	98.0	0.0	8	97.0	23	102.0
COc1ccc(CC(=O)NNS(=O)(=O)c2ccc(F)cc2)cc1OC	?	0.1	?	.	?	?	0.3	11	?	15	?
COC(=O)c1ccc(N/N=C/c2cc([N+](=O)[O-])cc(OC)c2O)cc1	101.0	-1.2	103.0	.	93.0	97.0	-0.6	9	94.0	17	99.0
CCOc1ccc(NC(=O)CSc2nnc(-c3ccccn3)n2C)cc1	98.0	1.6	93.0	8.9	97.0	98.0	0.5	17	97.0	9	98.0
O=C(Nc1ccccc1)N(Cc1ccc(Cl)cc1)CC(O)C(F)(F)F (stereo not given)	100.0	2.4	97.0	0.1	100.0	96.0	0.6	16	98.0	11	100.0
CC1(C)NC(=O)N(CC(O)COc2cc3ccccc3cc2C(=O)N2CCCCC2)C1=O (stereo not given)	100.0	5.1	99.0	16.8	103.0	94.0	2.4	29	97.0	10	98.0
CCC(C)NC(=O)C1CCN(S(=O)(=O)N2CCOCC2)CC1 (stereo not given)	95.0	0.6	110.0	12.3	98.0	104.0	0.1	8	94.0	19	101.0
COc1ccccc1-c1ccc(SCc2ccc(F)cc2)nn1	96.0	4.3	100.0	-14.1	93.0	97.0	0.2	27	95.0	10	97.0
CCCC1S/C(=N/N=C/c2ccc(C)cc2)N(Cc2ccc(OC)cc2)C1=O (stereo not given)	100.0	4.7	97.0	-9.8	100.0	99.0	0.9	15	100.0	31	102.0
CC12C(=O)N(c3ccc(OC(=O)c4ccco4)cc3)C(=O)C1C1c3ccccc3C2c2ccccc21 (stereo not given)	102.0	-0.2	101.0	-7.6	95.0	100.0	1.3	7	100.0	5	104.0
CS(=O)(=O)c1ccc(C(=O)OCc2nnc(-c3ccc(Cl)cc3)o2)cc1[N+](=O)[O-]	90.0	6.4	94.0	.	86.0	87.0	0.9	10	81.0	13	93.0
COc1ccc(S(=O)(=O)N2CCOCC2)cc1NC(=O)Cn1nnc2ccccc2c1=O	95.0	10.1	95.0	-17.9	94.0	94.0	-0.3	13	97.0	17	101.0
O=C(CSc1nnc2ccccn12)NC(=O)NC1CCCC1	101.0	5.5	103.0	11.5	99.0	98.0	0.8	10	99.0	14	101.0
CCn1cc(C(=O)NC2CCCCCC2)c2cc(OC)c(OC)cc2c1=O	97.0	5.4	101.0	.	98.0	99.0	1.9	9	97.0	34	100.0
Cc1cc(C)n2nc(SCc3nnc(SCc4ccccc4)s3)nc2n1	100.0	18.1	93.0	.	99.0	99.0	1.4	38	98.0	24	104.0
O=C(Nc1ccc2c(c1)C(=O)N(CC1CCCO1)C2=O)c1ccc(Cl)c(Cl)c1 (stereo not given)	104.0	-1.1	104.0	7.2	103.0	102.0	-0.1	7	103.0	10	111.0
CCC(C)NC(=O)CSC1=Nc2ccccc2C2=NC(c3ccccc3)C(=O)N12 (stereo not given)	101.0	-1.0	97.0	.	103.0	101.0	0.7	31	98.0	28	102.0
